Screening data (PubChem BioAssay)
GPR151 ag: activators of human GPR151, primary screen, cell-based, PathHunter beta-arrestin, luminescence; G-protein coupled receptor 151 (Homo sapiens), Q8TDV0; PathHunter beta-arrestin GPR151 cells; activation, % at 11.2 µM; 1% of 650,000 active; AID 1508602, 2020; in the data active = activation above about 4.9%;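 also: 0% = median of compound wells and 100% = cells with positive control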
Target sequence (Q8TDV0 whole entry, looked up): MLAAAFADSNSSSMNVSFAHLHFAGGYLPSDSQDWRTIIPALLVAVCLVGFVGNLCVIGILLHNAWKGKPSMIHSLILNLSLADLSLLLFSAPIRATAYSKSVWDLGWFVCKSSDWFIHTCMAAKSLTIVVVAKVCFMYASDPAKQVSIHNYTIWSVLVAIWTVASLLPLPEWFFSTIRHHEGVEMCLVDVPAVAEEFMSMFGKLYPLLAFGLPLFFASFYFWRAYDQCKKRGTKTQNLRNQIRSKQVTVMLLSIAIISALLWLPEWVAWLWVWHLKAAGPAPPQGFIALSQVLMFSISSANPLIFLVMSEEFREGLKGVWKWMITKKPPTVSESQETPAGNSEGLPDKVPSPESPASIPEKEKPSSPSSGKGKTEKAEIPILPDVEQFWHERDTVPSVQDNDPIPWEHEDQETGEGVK
TEAD-YAP block: TEAD-YAP interaction inhibition, primary screen, TEAD-YAP interaction inhibitor project, luminescence, HEK-TIYL cells. inhibition, % at 9.12 µM. 1.4% of 640,000 active. AID 1259422, 2018. TEAD-Gal4/YAP UAS-luciferase luminescence; in the data active = inhibition above about 32%;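 also: 0% = median of test compound wells and 100% = reference inhibitor wells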
MITF inh: MITF inhibitors, primary screen, biochemical, AlphaScreen, human; Microphthalmia-associated transcription factor (Homo sapiens), O75030; AlphaScreen MITF homodimerization, bead proximity signal; inhibition, % at 2.6 µM; 0.91% of 650,000 active; in the data active = inhibition above about 50%;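 also: 0% = vehicle wells with protein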
Target sequence (O75030 whole entry, looked up): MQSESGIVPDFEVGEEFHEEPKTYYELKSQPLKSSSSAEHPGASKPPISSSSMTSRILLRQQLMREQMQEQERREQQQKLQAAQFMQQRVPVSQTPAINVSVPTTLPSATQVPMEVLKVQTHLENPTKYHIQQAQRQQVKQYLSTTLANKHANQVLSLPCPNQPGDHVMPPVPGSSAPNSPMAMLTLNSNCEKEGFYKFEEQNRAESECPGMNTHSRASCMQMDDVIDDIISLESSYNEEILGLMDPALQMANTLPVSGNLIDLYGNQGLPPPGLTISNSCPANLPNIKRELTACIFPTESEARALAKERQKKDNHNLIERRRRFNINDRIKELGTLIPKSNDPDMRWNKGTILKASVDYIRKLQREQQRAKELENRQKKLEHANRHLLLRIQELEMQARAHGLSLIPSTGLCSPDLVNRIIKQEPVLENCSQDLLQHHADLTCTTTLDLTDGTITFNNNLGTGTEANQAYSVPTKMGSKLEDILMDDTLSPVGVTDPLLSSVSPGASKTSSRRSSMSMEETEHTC
FBW7 activator: FBW7 E3 ligase activators, primary screen, biochemical, AlphaScreen, human; normalized activity (activation), % at 26.1 µM; AID 1259310, 2017; F-box/WD repeat-containing protein 7 (Homo sapiens), Q969H0; 0.13% of 650,000 active; AlphaScreen FBW7–phospho-cyclin E peptide binding, activator screen; in the data active = normalized activity above about 1.9%;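 also: purified mutant Fbw7 with reduced substrate affinity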
An asterisk follows results filed as active. Not a hit list, and some 3.4% of all compounds hit somewhere here.

SMILES	GPR151 ag	TEAD-YAP block	MITF inh	FBW7 activator
O=C(Nc1nnc(SCC(=O)N2CCCc3ccccc32)s1)C1CC1	1.1	-7	1	0.0
CSCCC(NC(=O)/C(=C/c1ccccc1)NC(=O)c1ccccc1)C(=O)O (stereo not drawn)	-1.3	8	13	0.1
N#CC1=C(N)Oc2c(c(=O)[nH]c3ccccc23)C1c1ccsc1 (stereo not drawn)	0.2	-1	-5	0.0
CCCCOCCCNC(=O)c1cc(OC)c(OC)c(OC)c1	-0.8	3	5	0.2
CCCCN(C)C(=O)c1nc2ccccn2c1CN1CCC[C@H]1CO	1.0	6	-7	0.1
Cn1cnc([N+](=O)[O-])c1NCCO	0.8	2	7	0.1
CC(C)c1ccc(/C=C2\C(=O)ON=C2c2ccccc2)cc1	0.1	-3	57*	-0.3
O=C(N/N=C/c1ccncc1)c1cc(Br)ccc1OCc1ccccc1	5.1*	-5	15	0.0
CCOC(=O)C1=C(c2ccccc2)N=c2s/c(=C\c3ccco3)c(=O)n2C1c1ccc(OCC)cc1 (stereo not drawn)	-0.5	-2	-5	0.1
O=C(c1ccc2c(=O)n(CCc3ccccc3)c(SCc3cccc(Cl)c3)nc2c1)N1CCN(c2ccccc2)CC1	-0.3	-4	7	0.1
NC(=O)C1CCN(C(=O)c2ccc3c(=O)n(Cc4ccco4)c(SCC(=O)Nc4nccs4)nc3c2)CC1	0.0	5	12	-0.1
Cc1nc2scc(C)n2c1C(=O)N(C)c1ccccc1	0.5	3	-18	-0.4
CCOc1ccc(-c2csc3nnc(SCC(=O)N4CCOCC4)n23)cc1	-0.2	3	-4	0.1
N/C(=N\OC(=O)c1cccc(I)c1)c1ccc(Cl)cc1	-0.4	7	8	0.1
COc1ccc(OC)c(NC(=O)C2=C(C)NC(=S)NC2c2ccc(OC)cc2OC)c1 (stereo not drawn)	1.0	1	9	0.0
COc1ccccc1OCc1nnc(SCC(=O)Nc2cccc(SC)c2)n1C	2.3	4	15	-0.1
CCOc1ccccc1C(=O)Nc1c2c(nn1-c1ccc(C)cc1)CS(=O)(=O)C2	-1.2	17	4	-0.3
COC(=O)c1ccc(NC(=O)Cc2ccccc2[N+](=O)[O-])cc1	-1.3	-31	3	0.8
O=Cc1cccn1CCOc1ccccc1	0.7	8	2	-0.1
COc1ccccc1-c1cc(=O)n(CC(=O)N2CCOCC2)c2c1CCCC2	-1.8	-3	-10	-0.1
C=CCNC(=O)/C(C#N)=C/c1c(Oc2ccc(Cl)c(C)c2)nc2c(C)cccn2c1=O	-0.2	-6	4	0.0
CCC(CO)Nc1nc(C)nc2sc3c(c12)CCC3 (stereo not drawn)	0.5	2	9	0.8
CCCc1c2ccc(C)n2cc[n+]1C	1.1	2	-25	-0.1
Cc1ccc(S(=O)(=O)N2CCC(C(=O)Nc3cc(C)nn3C)CC2)cc1	-1.7	3	-13	-0.1
O=C(NCC(c1cccs1)N1CCOCC1)c1ccc(OCc2ccccc2)cc1 (stereo not drawn)	-0.4	7	-3	0.1
CCOc1ccccc1Nc1nc(-c2ccc(OC)cc2)no1	-4.9	-32	3	0.2
Cc1nc2sccn2c1C(=O)N1CCCC1	-0.9	-5	-17	-0.1
CCc1cc2c(=O)n3c(nc2s1)CCC3	0.7	1	-9	-0.2
CSc1ccc(N(C(C)=O)c2nc(C)cc(C)n2)cc1	0.9	9	8	0.0
O=C(Nc1ccccc1C(=O)N1CCCC1)c1cccc(F)c1	-0.7	-2	17	0.8
COc1cc(C(=O)Nc2nnc(SC)s2)c([N+](=O)[O-])cc1OC	3.4	9	5	0.1
COc1ccccc1NC(=O)c1ccc(NCCN2C(=O)CCC2=O)c([N+](=O)[O-])c1	-1.2	-10	9	0.2
Cc1c(C(=O)N/N=C/c2ccncc2)nnn1-c1nonc1N	1.7	1	18	0.3
Cc1c(CNCCC2=CCCCC2)c(C(=O)O)c(C)n1Cc1ccccc1F	-0.3	6	28	-0.1
COc1ccc(CN2CCNC(=O)C2CC(=O)N2CCCC2)c(OC)c1 (stereo not drawn)	0.6	9	5	0.1
Cc1cccnc1NC(=O)c1c(O)c2cccc3c2n(c1=O)CC3	-0.3	-11	-8	-0.2
Fc1cccc(F)c1/C=N/NC(=S)Nc1cccnc1	-0.4	-1	3	0.0
CCCCC(=O)Nc1cnc(NC(=O)c2ccco2)cc1C	-2.6	-33	-7	0.7
O=C(NCC1CCCO1)NC1CC(=O)N(c2ccccc2)C1 (stereo not drawn)	0.5	3	18	0.2
Cn1ccnc1SCC(=O)Nc1ccc2c(c1)COC2=O	1.2	-13	4	-0.1
O=C(NCc1ccccc1F)C1CCN(C(=O)N2CCOc3ccccc32)CC1	-3.4	-1	7	0.9
O=C1Nc2c(Br)cccc2C1=O	-0.6	10	7	-0.2
O=C(c1cnn2c(C(F)(F)F)cc(-c3ccccc3)nc12)N1CCCC1	-0.6	-6	8	0.3
O=C(NCc1ccc2c(c1)OCO2)c1oc(=O)c2ccccc2c1-c1ccccc1	1.7	0	-4	-0.2
Cc1ccc(C(=O)Nc2nc(C34CC5CC(CC(c6ccc(C)cc6)(C5)C3)C4)cs2)cc1	-0.8	2	-10	-0.1
CCC(C)C(=O)NCc1nnc2n1CCN(C/C=C/c1ccccc1OC)CC2 (stereo not drawn)	0.0	-3	3	0.3
CC(C(=O)NCCn1nnn(-c2ccccc2)c1=O)n1cnc2ccccc2c1=O (stereo not drawn)	1.3	8	1	0.1
Cc1cc(C(=O)COc2ccc(-n3cnnn3)cc2)c(C)n1CCC(C)C	-0.4	-1	8	-0.1
CCOc1cc(C2CC(=O)N3CN(c4ccc(OC)cc4)CSC3=C2C#N)ccc1O (stereo not drawn)	-0.5	-44	10	0.1
O=C(Nc1nc2c(s1)CCCC2)C1CCCN1C(=O)c1cccs1 (stereo not drawn)	-0.5	9	1	0.5
CCOC(=O)C1(CC2CC2)CCN(S(=O)(=O)c2ccc(CC)s2)CC1	-0.9	0	9	-0.1
O=C(Nc1ccc(Nc2cc(-n3ccnc3)ncn2)cc1)c1ccccc1Cl	1.0	41*	-3	-0.1
CCC(C)(C)NC(=O)c1cccc(S(=O)(=O)N2CCN(c3ccccc3)CC2)c1	-0.9	1	-1	0.0
COc1cc(CN2CC(C)OC(C)C2)cc([N+](=O)[O-])c1O (stereo not drawn)	-0.1	-2	18	-0.1
O=C(CN1C(=O)CC(c2ccco2)Sc2ccccc21)Nc1ccc(F)cc1F (stereo not drawn)	7.5*	15	16	0.4
CCOC(=O)c1sc2nc(SCC(=O)Nc3ccc(OCC)cc3)n(Cc3ccc(C)cc3)c(=O)c2c1C	-1.8	0	-2	-0.1
COC(=O)c1ccc(Oc2nc3c(c(=O)n(C)c(=O)n3C)n2Cc2ccc(Cl)c(Cl)c2)cc1	-0.8	1	-7	0.0
CCN=C1SC(CC(=O)Nc2ccccc2Cl)C(=O)N1CC (stereo not drawn)	0.4	-4	-6	0.4
COc1ccc(-c2cn3c(C)c(C(=O)NCC(C)C)sc3n2)cc1	0.8	-6	13	0.3
COc1ccc(S(=O)(=O)Nc2cccnc2)c2ccccc12	-0.1	5	8	0.2

New compounds follow.
SMILES	GPR151 ag	TEAD-YAP block	MITF inh	FBW7 activator
O=C1NC2(CCN(Cc3ccccc3F)CC2)C(=O)N1Cc1ccc(Cl)cc1	-0.1	-5	-10	0.0
O=C(N/N=C1\CCCc2c1[nH]c1ccc([N+](=O)[O-])cc21)c1ccncc1	0.1	16	16	0.3
CC(C)c1ccc(C(=O)NC2CCCC2)cc1	-1.3	-36	9	0.0
CCOC(=O)c1c(C)c(C(=O)NCCC(C)C)c(C)n1C	12*	4	-3	-0.1
Cc1cc(OCC(=O)Nc2ccc(F)cc2)ccc1[N+](=O)[O-]	-0.9	-12	1	0.3
CCN(CCO)Cc1cc(=O)oc2c(C)cc(C)cc12	1.1	-9	-8	-0.2
COC(=O)Cc1c(C)nc2nc(NCc3cccc([N+](=O)[O-])c3)[nH]n2c1=O	-1.3	-4	11	0.2
C=CCOc1ccc(/C(O)=C2/C(=O)C(=O)N(Cc3cccnc3)C2c2ccc(Br)cc2)cc1C (stereo not drawn)	-0.6	-3	17	0.4
Cc1c(C(=O)Nc2ccncc2)oc2ccc3c(c12)C(=O)CC1(CCCC1)O3	-0.2	-25	12	-0.1
O=C(N/N=C/c1cccc(Br)c1)C1CC1	0.1	-25	12	0.0
CCOC(=O)C1=C(C)N=c2s/c(=C/c3cc(Br)c(N(C)C)o3)c(=O)n2C1c1ccc(Cl)cc1 (stereo not drawn)	-0.3	-5	3	0.0
COc1cc(Br)ccc1OCC(=O)N/N=C/c1cc([N+](=O)[O-])ccc1O	1.1	9	-7	-0.1
COC(=O)N/N=C(\C)c1ccccc1OC(F)F	-0.7	2	9	0.0
O=C1C(=O)N(CCN2CCOCC2)C(c2cccs2)/C1=C(/O)c1ccc(Cl)cc1 (stereo not drawn)	3.4	5	0	-0.2
Cc1cccc(C(=O)OC(C(=O)NC(N)=O)C(C)C)c1C (stereo not drawn)	-1.5	3	8	-0.1
CC1CN(Cc2c(O)ccc3c(=O)c(Oc4ccccc4Br)c(C(F)(F)F)oc23)CC(C)O1 (stereo not drawn)	1.0	7	22	0.3
Cc1ccccc1OCC(=O)OCC(=O)c1ccc([N+](=O)[O-])cc1	-0.9	1	-5	0.0
CC(C)N(C(=O)COC(=O)c1ccc(Cl)c(S(N)(=O)=O)c1)C(C)C	0.4	-3	12	0.1
Cc1ccc(N2CC(C(=O)OCC(=O)Nc3sc4c(c3C(N)=O)CCC4)CC2=O)cc1 (stereo not drawn)	2.1	10	11	0.1
Cc1cccc(C)c1NC(=O)c1cccc([N+](=O)[O-])c1C	-0.9	-11	-2	-0.2

Among those listed so far, these have two or more sulfur atoms:
SMILES	GPR151 ag	TEAD-YAP block	MITF inh	FBW7 activator
O=C(Nc1nnc(SCC(=O)N2CCCc3ccccc32)s1)C1CC1	1.1	-7	1	0.0
NC(=O)C1CCN(C(=O)c2ccc3c(=O)n(Cc4ccco4)c(SCC(=O)Nc4nccs4)nc3c2)CC1	0.0	5	12	-0.1
CCOc1ccc(-c2csc3nnc(SCC(=O)N4CCOCC4)n23)cc1	-0.2	3	-4	0.1
COc1ccccc1OCc1nnc(SCC(=O)Nc2cccc(SC)c2)n1C	2.3	4	15	-0.1
COc1cc(C(=O)Nc2nnc(SC)s2)c([N+](=O)[O-])cc1OC	3.4	9	5	0.1
O=C(Nc1nc2c(s1)CCCC2)C1CCCN1C(=O)c1cccs1 (stereo not drawn)	-0.5	9	1	0.5
CCOC(=O)C1(CC2CC2)CCN(S(=O)(=O)c2ccc(CC)s2)CC1	-0.9	0	9	-0.1
CCOC(=O)c1sc2nc(SCC(=O)Nc3ccc(OCC)cc3)n(Cc3ccc(C)cc3)c(=O)c2c1C	-1.8	0	-2	-0.1

(further entries)
SMILES	GPR151 ag	TEAD-YAP block	MITF inh	FBW7 activator
COc1ccc(OC)c(NC(=O)c2c(F)cccc2F)c1	0.3	5	14	0.1
CCOC(=O)C1=C(C)NC2=C(C(=O)CC(c3ccc(OC)c(OC)c3)C2)C1c1cccc(OC)c1OC (stereo not drawn)	-1.4	-5	-1	0.6
CCN1C(=O)/C(=C/c2cn(CC(=O)NCc3ccco3)c3ccccc23)C(=O)NC1=S	-0.4	2	2	-0.1
COc1ccc(C(=O)Nc2ccc(N3CCN(C)CC3)cc2)cc1	0.0	-57	-1	-0.2
Cc1ccc(/C=C2/Sc3ccccc3N(CC(=O)NCCN3CCCC3)C2=O)cc1	1.9	-5	-5	-0.3
COc1ccc(C2NC(=O)NC3=C2CCc2ccccc23)cc1[N+](=O)[O-] (stereo not drawn)	-1.4	13	-4	0.0
COc1cccc2c1OC1(C)NC(=O)NC2C1C(=O)Nc1ccc(C)cc1C (stereo not drawn)	0.2	-10	10	0.4
CCNS(=O)(=O)c1ccc2c(c1)C(=NO)c1cc(S(=O)(=O)NCC)ccc1-2	-1.0	-3	16	0.8
NC(=O)c1ccc(NC(=O)CCCCCN2C(=O)c3cccc([N+](=O)[O-])c3C2=O)cc1	-0.3	7	-11	-0.1
COc1ccccc1CNC(=O)Cn1nc(C)n2c(cc3occc32)c1=O	0.9	0	-5	0.7
COc1cccc(/C(C)=N\NC(=O)c2ccoc2C)c1	-7.3	-28	4	0.2
C/C(=N/NC(=O)CCc1n[nH]c(=O)[nH]c1=O)c1ccc(Cl)cc1	0.7	1	3	-0.1
Cc1[nH]n(-c2nc3c(c(=O)[nH]2)CCCC3)c(=O)c1CCO	-1.8	-3	14	0.3
COc1cc(=O)n2c(c1C(=O)N(C)Cc1nccs1)CCN(CC(C)C)CC2	0.9	2	15	0.3
Cc1ccc2c(c1)c(=O)c1ccccc1n2CC(=O)NCc1ccc(F)cc1	0.4	-8	-4	0.4
Cn1cc(CN2CCC(Oc3cccnc3)CC2)c(-c2cccc(Cl)c2)n1	0.0	-1	1	-0.1
FC(F)(F)c1cccc(N2N=C(c3ccc(Br)cc3)CC2c2ccc(Br)cc2)c1 (stereo not drawn)	0.7	8	4	0.3
O=C(Nc1c2c(nn1-c1cccc(Cl)c1)CS(=O)(=O)C2)c1ccc(Br)o1	0.9	-8	-3	-0.1
